PTHR1 agonist: activates the human parathyroid hormone receptor PTHR1. Q03431. HEK293 GP2 PTHR1 cells, GloSensor cAMP luminescence, 1 h. Potency, µM (series often up to 115 µM), inactives show at the highest dose activation, hits mostly activators. actives 0.075% (n = 410,000). AID 743266; note: potency is the fitted concentration of half-maximal effect; nearly all actives have a fitted effect of over 55% in size; some results filed as inactive show a strong effect at the top dose; inactives centre near -15; many of its hits are not listed in these tables
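HEK-293-derived GP2 cells expressing PTHR1 and a GloSensor cAMP reporter, 3,000/well, plated overnight, given luciferin plus IBMX (each 0.5 mM as added) for 1 h at 37 °C, then compound for 1 h at 37 °C. Luminescence was read after 15 min at room temperature.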
EPAC1 antag: blocks human EPAC1 exchange factor. O95398. EPAC1 GEF assay, Rap1b-BODIPY-GDP exchange fluorescence. Potency, µM (series often up to 115 µM), for the others: at the highest dose activity change, negative = inhibition, hits mostly inhibitors. actives 0.14% (n = 360,000);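 note: potency is the fitted concentration of half-maximal effect; plate controls were vehicle for no effect and positive control for full effect; nearly all actives have a fitted effect of over 50% in size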
IL2 activator: activates IL-2 in a cell-based reporter assay | IL-2 activation reporter assay, cell-based qHTS; stimulated with anti-CD3/CD4/CD28 beads; in transgenic mouse T cells | activation, % (series mostly up to about 46 µM) | actives 0.065% (n = 360,000) | AID 652025; in the data active = activation above about 50%; inconclusive = mostly about 30% to 49%; note: 0% is about no effect
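Unstimulated transgenic mouse T cells; 60-min compound exposure; bead-based TCR/CD4/CD28 stimulation; 18 h culture, 37 degrees C; dual fluorescence (EGFP, DsRed) plate cytometry.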
GLP1R ag: agonists of human GLP-1 receptor. HEK293 GLP-1R CRE-luciferase, luminescence, 4-6 h; cells express a hypersensitive GLP-1R form. Potency, µM (top dose mostly 45.6 µM), for the others: top-dose activation, usual class: activators. actives 0.007% (n = 380,000). AID 624172; note: potency is the fitted concentration of half-maximal effect; % of control where 0% means no effect
EPAC1 agonist: agonists of human EPAC1 | O95398 | EPAC1 agonist qHTS, biochemical assay; response scale: 100% = response to 6.5 mM cAMP | Potency, µM (highest dose often 154 µM), for inactives: at the highest dose activation, actives largely listed as activators | actives 0.073% (n = 360,000) | AID 720707; note: potency is the fitted concentration of half-maximal effect; nearly all actives have a fitted effect of over 60% in size
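Read-out is the fluorescence drop as BODIPY-GDP leaves Rap1B (480 nm excitation, 540 nm emission), recorded every 5 minutes over 30 minutes. Reactions held 100 nM EPAC1, 250 nM Rap1B–BODIPY-GDP and 50 uM GDP, with 6.5 mM cAMP setting full activation.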
GLP1R cytotox: cytotoxicity counter-screen for GLP-1 receptor inverse agonists; HEK293 cAMP-luciferase reporter cells, luminescence, 24 h; Potency, µM (series often up to 38.3 µM), inactives show at the highest dose activity change, negative = inhibition, hits mostly inhibitors; actives 0.13% (n = 410,000); AID 624418;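 note: loss of luciferase light is scored as toxicity; potency is the fitted concentration of half-maximal effect; % is set by controls: 0 for no effect and ±100 for the full control effect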
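Luminescence readout: signal drop marks cytotoxicity. Plated cells grew 12 h at 37 °C, 5% CO2, received 23 nL compound for 24 h, then got luciferase reagent, read after 12 min at RT.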
PLK1 PBD block: blocks phosphopeptide binding to human PLK1 polo-box domain | P53350 | Plk1 PBD binding of FITC phosphopeptide, fluorescence polarization | Potency, µM, for inactives: max response, negative = inhibition, actives largely listed as inhibitors | actives 2.8% (n = 360,000) | AID 720504; note: potency is the fitted concentration of half-maximal effect; series mostly up to about 57 µM; % is set by controls: 0 for no effect and ±100 for the full control effect; nearly all actives have a fitted effect of over 65% in size
Target sequence (P53350 whole entry, looked up, the tested form may be a part): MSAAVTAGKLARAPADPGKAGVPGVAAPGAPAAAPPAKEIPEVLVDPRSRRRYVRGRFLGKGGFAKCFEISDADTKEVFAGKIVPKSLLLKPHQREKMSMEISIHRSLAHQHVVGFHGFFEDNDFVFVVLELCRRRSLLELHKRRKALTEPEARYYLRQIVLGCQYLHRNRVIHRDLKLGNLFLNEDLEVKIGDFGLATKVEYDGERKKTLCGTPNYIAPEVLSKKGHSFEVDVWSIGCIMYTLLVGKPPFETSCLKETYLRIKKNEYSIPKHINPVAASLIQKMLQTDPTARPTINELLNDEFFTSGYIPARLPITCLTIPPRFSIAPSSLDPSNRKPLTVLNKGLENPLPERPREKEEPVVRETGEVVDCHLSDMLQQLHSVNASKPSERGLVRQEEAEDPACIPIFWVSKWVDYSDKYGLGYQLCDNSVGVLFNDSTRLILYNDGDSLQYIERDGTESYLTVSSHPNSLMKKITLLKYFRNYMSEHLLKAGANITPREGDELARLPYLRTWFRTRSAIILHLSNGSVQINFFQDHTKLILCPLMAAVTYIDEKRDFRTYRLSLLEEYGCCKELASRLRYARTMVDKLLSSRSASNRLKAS
GLP-1R inv ag: acts as inverse agonist at human GLP-1 receptor. P43220. HEK293 GLP-1R CRE-luciferase, luminescence, 24 h; GLP-1R form is constitutively active. Potency, µM (series often up to 38.3 µM), without a hit: at the top dose activity change, negative = inhibition, usual class: inhibitors. actives 1.6% (n = 410,000); note: potency is the fitted concentration of half-maximal effect; % is set by controls: 0 for no effect and ±100 for the full control effect; nearly all actives have a fitted effect of over 55% in size
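Readout was luciferase luminescence, measured 12 min after detection reagent at room temperature. Beforehand, GLP-1R reporter HEK293 cells had sat 12 h, then received compounds for 24 hr at 37 deg C.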
PI5P4Ka inh: PI5P4K alpha (human) kinase inhibition. P48426. PI5P4Kalpha enzyme, ADP-Glo luminescence, 60 min; active compounds read low. max response, %. actives 1.2% (n = 330,000); active = max response of -50% or lower; inconclusive = between -30% and -50%; inactive = -30% or higher; note: value at the top dose of about 77 µM; % is set by controls: 0 for no effect and ±100 for the full control effect
Target sequence (P48426 whole entry, looked up): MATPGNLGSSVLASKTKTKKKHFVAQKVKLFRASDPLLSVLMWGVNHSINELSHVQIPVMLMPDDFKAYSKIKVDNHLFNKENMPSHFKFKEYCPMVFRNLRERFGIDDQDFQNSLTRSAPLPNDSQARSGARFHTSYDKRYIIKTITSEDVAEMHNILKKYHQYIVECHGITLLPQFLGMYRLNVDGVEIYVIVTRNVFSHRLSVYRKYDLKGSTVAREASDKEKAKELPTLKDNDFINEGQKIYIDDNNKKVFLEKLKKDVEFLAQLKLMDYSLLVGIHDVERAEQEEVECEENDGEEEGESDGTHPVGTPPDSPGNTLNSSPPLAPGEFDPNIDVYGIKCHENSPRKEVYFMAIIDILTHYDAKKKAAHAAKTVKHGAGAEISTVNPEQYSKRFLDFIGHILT
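qHTS, 1536-well: enzyme/substrate mix, compound by pin tool, 5 microM ATP final; RT 60 min; ADP-Glo reagents 1 (45 min) then 2 (30 min); luminescence.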
Numbers without * were called inactive; [ ] = another dose, or the depositor's remark. Unless noted, calls come from the whole dose curve; as a rule, active = well fitted curve in the direction sought with a large enough effect; inconclusive = small, poorly fitted or top-dose-only effect, or another doubt; inactive = no such curve, though single readings can be large; an effect the other way counts as inactive or inconclusive.

What do the screens show for `CCN(CC)c1ccc(NC(=O)CN2C(=O)CSc3ncccc32)c(C)c1`?
PTHR1 agonist: -45.1%[inhibitor]; EPAC1 antag: -23.8%; IL2 activator: -3.4; GLP1R ag: 9.7%; EPAC1 agonist: -7.2%; GLP1R cytotox: 3.6%; PLK1 PBD block: inconclusive; GLP-1R inv ag: -12.4%; PI5P4Ka inh: -2.2

What do the screens show for `O=C(NCC(c1cccs1)N1CCOCC1)C1CCN(S(=O)(=O)c2cccc(C(F)(F)F)c2)CC1` (stereo not drawn)?
PTHR1 agonist: inactive; EPAC1 antag: -9.1%; IL2 activator: -3.8; GLP1R ag: -0.4%; EPAC1 agonist: -5.4%; GLP1R cytotox: -9.3%; PLK1 PBD block: -7.4%; GLP-1R inv ag: inconclusive; PI5P4Ka inh: 10.6

How did CCN(CC(=O)Nc1ccc(NC(C)=O)cc1)C(=O)Cc1ccccc1F do in these assays?
PTHR1 agonist: -10.9%; EPAC1 antag: -12.3%; IL2 activator: 0.1; GLP1R ag: 1.8%; EPAC1 agonist: 14.2%; GLP1R cytotox: -3.4%; PLK1 PBD block: -4.4%; GLP-1R inv ag: 9.4%; PI5P4Ka inh: 2.0

What do the screens show for `CC(=O)c1cccc(NC(=S)NC(=O)c2cncc(Br)c2)c1`?
PTHR1 agonist: -4.8%; EPAC1 antag: inconclusive; IL2 activator: 1.6; GLP1R ag: -5.0%; EPAC1 agonist: -4.8%; GLP1R cytotox: 7.6%; PLK1 PBD block: -17.5%; GLP-1R inv ag: 6.4%; PI5P4Ka inh: -0.6

What do the screens show for `O=C(CCCl)Nc1cc(SCCO)cc([N+](=O)[O-])c1`?
PTHR1 agonist: -8.5%; EPAC1 antag: -3.6%; IL2 activator: -3.9; GLP1R ag: 3.4%; EPAC1 agonist: -2.8%; GLP1R cytotox: -7.1%; PLK1 PBD block: -6.9%; GLP-1R inv ag: -0.1%

What do the screens show for `Cc1cc(=O)oc(C)c1C(=O)N1CCN(C)CC1`?
PTHR1 agonist: inactive; EPAC1 antag: -14.8%; IL2 activator: 0.6; GLP1R ag: -4.0%; EPAC1 agonist: 0.9%; GLP1R cytotox: 20.8%; PLK1 PBD block: -4.8%; GLP-1R inv ag: 13.3%; PI5P4Ka inh: 0.2

How did COc1ccc(OCCOC(=O)c2nc3nccc(C)n3n2)cc1 do in these assays?
PTHR1 agonist: 3.9%; EPAC1 antag: 2.8%; IL2 activator: -0.5; GLP1R ag: 2.9%; EPAC1 agonist: 0.9%; GLP1R cytotox: -3.2%; PLK1 PBD block: -2.6%; GLP-1R inv ag: 15.0%; PI5P4Ka inh: -1.4

How did CC(C)(C)OC(=O)C[C@H]1C/C=C\C[C@@H](CC(=O)NCCO)C(=O)N[C@H](C(C)(C)C)COC1=O do in these assays?
PTHR1 agonist: inactive; EPAC1 antag: 8.0%; IL2 activator: -0.4; GLP1R ag: -3.0%; EPAC1 agonist: -7.9%; GLP1R cytotox: -14.2%; PLK1 PBD block: -7.9%; GLP-1R inv ag: -13.1%; PI5P4Ka inh: -0.3

How did COc1ccc(/C=N/NC(=O)c2snnc2C)c(OC)c1OC do in these assays?
PTHR1 agonist: -7.2%; EPAC1 antag: -13.4%; IL2 activator: 1.3; GLP1R ag: 0.7%; EPAC1 agonist: 3.4%; GLP1R cytotox: -6.9%; PLK1 PBD block: -0.6%; GLP-1R inv ag: -8.6%; PI5P4Ka inh: -0.9

How did CCOC(=O)c1[nH]c2cc3c(cc2c1NC(=O)CN1CCC(C)CC1)OCO3 do in these assays?
PTHR1 agonist: -11.2%; EPAC1 antag: 5.2%; IL2 activator: -1.6; GLP1R ag: 6.3%; EPAC1 agonist: -5.4%; GLP1R cytotox: -3.5%; PLK1 PBD block: -1.7%; GLP-1R inv ag: inconclusive; PI5P4Ka inh: -0.2

How did COc1ccc(Cl)cc1C(=O)NNC(=O)CCNC(=O)c1ccccc1 do in these assays?
PTHR1 agonist: -24.3%; EPAC1 antag: 13.3%; IL2 activator: -0.3; GLP1R ag: -3.0%; EPAC1 agonist: -11.1%; GLP1R cytotox: 2.6%; PLK1 PBD block: 8.5%; GLP-1R inv ag: -8.1%; PI5P4Ka inh: -16.4

How did COc1ccc(C(=O)NC2CCN(C(=S)Nc3cc(C)ccc3C)CC2)cc1 do in these assays?
PTHR1 agonist: -0.5%; EPAC1 antag: 0.4%; IL2 activator: -0.4; GLP1R ag: -3.9%; EPAC1 agonist: 7.8%; GLP1R cytotox: inconclusive; PLK1 PBD block: -3.5%; GLP-1R inv ag: -9.5%

Results for CSc1nc2ncc3c(n2n1)CC1c2ccccc2CCN1C3=O (stereo not drawn) ?
PTHR1 agonist: inactive; EPAC1 antag: 5.3%; IL2 activator: -2.7; GLP1R ag: 4.6%; EPAC1 agonist: 3.0%; GLP1R cytotox: 198.1%[activator]; PLK1 PBD block: -6.8%; GLP-1R inv ag: 2.9%; PI5P4Ka inh: -1.5

Results for O=C(O)c1ccc(NC2=C(n3nnc4ccccc43)C(=O)c3ccccc3C2=O)cc1 ?
PTHR1 agonist: -33.7%[inhibitor]; EPAC1 antag: -10.9%; IL2 activator: 1.5; GLP1R ag: 6.9%; EPAC1 agonist: 5.9%; GLP1R cytotox: -16.4%; PLK1 PBD block: -18.0%; GLP-1R inv ag: 14.2%; PI5P4Ka inh: -2.2

Results for COc1ccc(Oc2coc3cc(OC(=O)/C=C/c4ccccc4)ccc3c2=O)cc1 ?
PTHR1 agonist: -29.9%; EPAC1 antag: -20.3%; IL2 activator: -1.4; GLP1R ag: -11.3%; EPAC1 agonist: 1.0%; GLP1R cytotox: 2.4%; PLK1 PBD block: -3.4%; GLP-1R inv ag: -8.2%; PI5P4Ka inh: -6.0

What do the screens show for `O=C(CSc1nc2ccccc2c(=O)[nH]1)NCc1ccc(Cl)cc1`?
PTHR1 agonist: -7.5%[57.5 µM]; EPAC1 antag: -13.4%; IL2 activator: 1.7; GLP1R ag: -15.6%; EPAC1 agonist: 0.0%; GLP1R cytotox: 4.5%; PLK1 PBD block: -7.8%; GLP-1R inv ag: 1.1%; PI5P4Ka inh: -0.7

Results for COc1ccc(-n2c(=O)c(CCC(=O)N(C)Cc3ccccc3C)nc3ccccc32)cc1 ?
PTHR1 agonist: -62.6%[inhibitor]; EPAC1 antag: -2.9%; IL2 activator: -0.5; GLP1R ag: 6.0%; EPAC1 agonist: -0.1%; GLP1R cytotox: -0.9%; PLK1 PBD block: 3.3%; GLP-1R inv ag: inconclusive; PI5P4Ka inh: 6.5

Results for CNC(=O)CNC(=O)Nc1ccc(C)cc1 ?
PTHR1 agonist: inactive; EPAC1 antag: -2.3%; IL2 activator: 0.2; GLP1R ag: -2.7%; EPAC1 agonist: 3.1%; GLP1R cytotox: 7.5%; PLK1 PBD block: -3.3%; GLP-1R inv ag: 2.2%; PI5P4Ka inh: 10.2

How did CC(=O)Nc1ccc(S(=O)(=O)c2c(N)n(CCN3CCOCC3)c3nc4ccccc4nc23)cc1 do in these assays?
PTHR1 agonist: inactive; EPAC1 antag: 0.4%; IL2 activator: 0.3; GLP1R ag: -11.2%; EPAC1 agonist: 11.9%; GLP1R cytotox: -0.4%; PLK1 PBD block: -3.2%; GLP-1R inv ag: 3.8%; PI5P4Ka inh: 1.6

What do the screens show for `O=C(N/N=C/c1ccc(O)c(O)c1)C1CC1`?
PTHR1 agonist: -36.2%[inhibitor]; EPAC1 antag: -5.1%; IL2 activator: 0.4; GLP1R ag: 11.2%; EPAC1 agonist: 4.9%; GLP1R cytotox: -17.1%; PLK1 PBD block: -1.5%; GLP-1R inv ag: 44.3%[activator]; PI5P4Ka inh: -4.5

How did O=C(CCNS(=O)(=O)c1ccc(Br)s1)N1CCN(c2ccccc2)CC1 do in these assays?
PTHR1 agonist: -18.5%; EPAC1 antag: -5.7%; IL2 activator: -1.4; GLP1R ag: -6.7%; EPAC1 agonist: 6.5%; GLP1R cytotox: 0.3%; PLK1 PBD block: -22.0%; GLP-1R inv ag: -28.0%; PI5P4Ka inh: 2.8

What do the screens show for `O=C(CN(Cc1ccc2c(c1)OCO2)C(=O)CNS(=O)(=O)c1ccccc1)NCc1ccco1`?
PTHR1 agonist: inactive; EPAC1 antag: -5.2%; IL2 activator: 0.1; GLP1R ag: -3.3%; EPAC1 agonist: -1.6%; GLP1R cytotox: -20.1%; PLK1 PBD block: -1.7%; GLP-1R inv ag: -9.4%; PI5P4Ka inh: -6.2

What do the screens show for `CC1CCCC(C)N1C(=O)Cn1c(SCC(=O)NCc2ccc3c(c2)OCO3)nc2ccccc21` (stereo not drawn)?
PTHR1 agonist: 23.3%[57.5 µM]; EPAC1 antag: 9.5%; IL2 activator: -3.9; GLP1R ag: 1.4%; EPAC1 agonist: 8.2%; GLP1R cytotox: 0.1%; PLK1 PBD block: -7.1%; GLP-1R inv ag: -2.5%

How did CSc1ccccc1NC(=O)COC(=O)CSc1ccc(C)cc1 do in these assays?
PTHR1 agonist: inactive; EPAC1 antag: -6.7%; IL2 activator: -0.1; GLP1R ag: -0.4%; EPAC1 agonist: 12.1%; GLP1R cytotox: 13.5%; PLK1 PBD block: -5.4%; GLP-1R inv ag: 6.0%; PI5P4Ka inh: 7.5

Quoted at random: two compounds from above.
Results for CSc1nc2ncc3c(n2n1)CC1c2ccccc2CCN1C3=O (stereo not drawn) ?
PTHR1 agonist: inactive; EPAC1 antag: 5.3%; IL2 activator: -2.7; GLP1R ag: 4.6%; EPAC1 agonist: 3.0%; GLP1R cytotox: 198.1%[activator]; PLK1 PBD block: -6.8%; GLP-1R inv ag: 2.9%; PI5P4Ka inh: -1.5

How did COc1ccc(OCCOC(=O)c2nc3nccc(C)n3n2)cc1 do in these assays?
PTHR1 agonist: 3.9%; EPAC1 antag: 2.8%; IL2 activator: -0.5; GLP1R ag: 2.9%; EPAC1 agonist: 0.9%; GLP1R cytotox: -3.2%; PLK1 PBD block: -2.6%; GLP-1R inv ag: 15.0%; PI5P4Ka inh: -1.4

Screening data: PubChem BioAssay, National Center for Advancing Translational Sciences (NCATS)

These rows are one share of the data; the hit share may differ from the screen's.
